PAX8 inh HTS – lowers PAX8-driven luciferase in RMG-I cells. RMG-I TPO-luciferase reporter, SteadyGlo, 24 h. inhibition, % at 12.6 µM. 360,000 tested, 1.2% active. AID 652154;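 active means mean replicate inhibition at least 60% with every replicate also reaching 60%; inconclusive means only one of the two criteria is met; inactive means mean below 60% and not all replicates reaching 60%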;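 further: luciferase light reporting Pax8 driven TPO promoter activity; plate controls were median of neutral control wells for no effect and mitoxantrone controls for full effect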
ERAP1 HTS inh – inhibitors of human ERAP1 aminopeptidase. Q9NZ08. recombinant ERAP1, Leu-AMC fluorescence, 60 min. inhibition, % at 10.7 µM. 340,000 tested, 0.15% active. AID 652197;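 active means mean replicate inhibition of at least 30%, or all replicates individually reaching that 30% level; inactive means mean below 30% and not every replicate reaching it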;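 further: 0% = neutral control wells and 100% = L-leucinethiol positive control wells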
Target sequence (Q9NZ08 whole entry, looked up): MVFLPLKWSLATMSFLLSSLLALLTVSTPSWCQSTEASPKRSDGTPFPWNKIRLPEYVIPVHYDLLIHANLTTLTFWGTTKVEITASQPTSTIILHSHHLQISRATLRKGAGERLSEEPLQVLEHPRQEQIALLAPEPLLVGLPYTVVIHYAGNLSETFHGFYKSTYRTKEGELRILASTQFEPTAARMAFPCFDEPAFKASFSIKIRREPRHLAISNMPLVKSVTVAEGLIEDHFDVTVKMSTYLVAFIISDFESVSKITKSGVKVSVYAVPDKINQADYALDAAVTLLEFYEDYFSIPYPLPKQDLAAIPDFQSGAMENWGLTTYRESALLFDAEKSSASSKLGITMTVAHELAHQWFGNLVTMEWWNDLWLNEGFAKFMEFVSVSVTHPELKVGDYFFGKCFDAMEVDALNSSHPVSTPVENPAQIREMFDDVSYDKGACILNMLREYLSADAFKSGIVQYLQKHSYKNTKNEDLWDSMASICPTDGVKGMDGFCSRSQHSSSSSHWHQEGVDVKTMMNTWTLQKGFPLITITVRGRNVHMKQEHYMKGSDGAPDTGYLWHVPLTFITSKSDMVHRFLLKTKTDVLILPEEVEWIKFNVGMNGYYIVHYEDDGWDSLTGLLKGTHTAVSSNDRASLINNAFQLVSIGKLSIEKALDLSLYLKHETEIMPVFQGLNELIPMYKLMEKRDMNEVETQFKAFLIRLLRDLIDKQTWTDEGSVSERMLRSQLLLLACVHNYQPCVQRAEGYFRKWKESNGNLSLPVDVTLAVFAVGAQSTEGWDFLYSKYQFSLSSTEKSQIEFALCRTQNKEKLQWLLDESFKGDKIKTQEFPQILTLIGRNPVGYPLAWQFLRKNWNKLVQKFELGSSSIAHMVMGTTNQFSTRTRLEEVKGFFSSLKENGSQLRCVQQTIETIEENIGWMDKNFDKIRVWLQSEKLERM
PGC1a acetyl inh – modulators of PGC1a acetylation | AID 651687 | inhibition, % at 15.6 µM | 350,000 tested, 0.17% active | U2OS PGC1a acetylation, AlphaScreen anti-acetyl-lysine; with virally co-expressed GCN5 acetyltransferase;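 active means every replicate shows inhibition of at least 40%; inconclusive means mean inhibition at least 40% but some replicate below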;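 further: 0% = neutral control wells and 100% = positive control wells; some results beyond the cut were filed as inactive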
LGR2 inh – Drosophila LGR2 receptor signaling inhibition. HEK293 LGR2, CRE-luciferase, bursicon-stimulated, 4 h. inhibition, % at 9.99 µM. 380,000 tested, 0.35% active. AID 720647;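 active means drop in luminescence signal, shown as inhibition above about 50% in the replicate tests, limit read from the data, passing the limit was not always enough; inconclusive means probably only some replicates passing the limit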;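 further: agonist challenge used bursicon conditioned medium at about half maximal strength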
EWS-Fli inh – blocks EWS/Fli oncoprotein-driven transcription; inhibition, % at 12.6 µM; 350,000 tested, 0.67% active; A673 NR0B1-luciferase reporter, viability-normalised;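 active means mean inhibition of at least 50% after viability correction, with every replicate also passing that limit; inconclusive means mean reaches 50% but only one of two replicates passes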;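 further: firefly luciferase signal divided by Alamar Blue viability fluorescence both relative to DMSO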
FN deposit inh – fibronectin deposition inhibition. AH1F fibroblasts, Alexa488-fibronectin deposition fluorescence, overnight. 350,000 tested, 0.086% active. inhibition, % at 12.6 µM. AID 743247;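 active means mean inhibition across replicates of 30% or more, regardless of how many single replicates reach that level; inconclusive means mean under 30% yet at least half of replicates reach 30%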;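 further: positive control wells lacked labelled fibronectin entirely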
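Assay system: AH1F fibroblasts assembling fluorescent fibronectin matrix; Amount: 10000 AH1F cells per well; Buffer or medium: DMEM, 2% serum; Probe or stimulus: Alexa488-fibronectin, 24 nM final in well; Doses: single compound dose, delivered by pin transfer; Incubation: 1 h adhesion, overnight exposure; Measured by: fluorescence 485/525 nm; Read-out: fibronectin deposition inhibition.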
S100A4 MyoIIA – inhibitors of human S100A4 binding to myosin IIA peptide. P26447. S100A4/TAMRA-MyoIIA peptide fluorescence polarization. inhibition, % at 10.7 µM. 360,000 tested, 0.14% active. AID 652163;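 active means mean inhibition of at least 70% across replicates, with every replicate also reaching that level; inconclusive means mean inhibition reaches 70% but some replicates fall short; inactive means mean inhibition below 70%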
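Assay system: human S100A4 monomer with TAMRA-labelled myosin IIA peptide / Buffer or medium: Calcium-containing HEPES buffer, pH 7.2 / Reagent: TAMRA-labelled myosin IIA heavy-chain peptide probe, 5 nM / Compound: one dose per compound / Timing: polarization read 5 min after assay mix addition, stable 5–60 min / Benchmarks: neutral control DMSO, positive control TFP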
PglD inh – blocks C. jejuni PglD acetyltransferase activity; purified PglD enzyme, DTNB colorimetric CoA detection; inhibition, % at 12.5 µM; 360,000 tested, 0.098% active; AID 602405; in the data active means inhibition above about 16%, passing the limit was not always enough; inconclusive means no clear call, values can overlap the other calls; further: strong numbers were not always called active
* hit, by the source's call; u = inconclusive; x = no result given; & = joins results of further samples.

Value order: PAX8 inh HTS	ERAP1 HTS inh	PGC1a acetyl inh	LGR2 inh	EWS-Fli inh	FN deposit inh	S100A4 MyoIIA	PglD inh
CCOC(=O)c1ccc(NC(=S)N(CCN(C)C)C(C)c2ccncc2)cc1 (stereo unspecified)
    11	2	-39	6	0	-10	0	-4
O=C(C[C@@H]1CC[C@@H](NS(=O)(=O)c2ccccc2F)[C@@H](CO)O1)NCCCN1CCOCC1
    0	-1	0	6	7	10	-8	0
CS(=O)(=O)N(CC(=O)Nc1ccccc1F)C1CCCCC1
    -4	-5	x	-4	0	-5	5	-1
O=C(NC1CCN(Cc2ccccc2)CC1)c1[nH]c(C(F)(F)F)nc1-c1ccccc1
    6&-23	-6&-2	5&1	-6&5	3&2	5&4	-2&-8	-2&-1
O=[N+]([O-])c1ccc(/C=C2\CCC(C3=CCCC3)=C2N2CCOCC2)cc1
    8	x	x	-3	-4	-4	x	x
Nn1cnc2scc(-c3cccs3)c2c1=O
    12	-8	2	-23	-5	4	-3	-4
COC(=O)[C@]12C[C@H](CC(=O)N3CCN(C(=O)c4ccco4)CC3)C(=O)N(Cc3ccc4c(c3)OCO4)C1=C[C@H](C(C)(C)C)O[C@@H]2C
    58	3	x	22	7	-5	-3	x
COc1ccc(CNC(=O)OCCN2CCN(Cc3ccccc3)CCC2=O)cc1
    -8	-3	x	-8	4	3	-1	4
CN(C)CCCNC(=O)C[C@@H]1CC[C@H]2[C@H](COc3ccc(NC(=O)c4cccc(F)c4)cc3C(=O)N2C)O1
    -31	-4	5	-8	-6	8	7	5
CC1CCCCC12NC(=O)N(CC(=O)c1ccc3c(c1)OCO3)C2=O (stereo unspecified)
    x	2	x	-4	-11	6	1	x
O=C(Cn1c(NCCO)nc2ccccc21)c1ccc([N+](=O)[O-])cc1
    13	-1	2	9	-3	-33	-12	13
COC(=O)c1ccccc1C(=O)N1CCC(CCC(=O)NC2CC2)CC1
    3	-2	2	0	1	-8	-1	3
O=C(Cc1cccnc1)N1CC(=O)N2[C@H](CO)[C@H](c3ccc(C4=CCCCC4)cc3)[C@@H]2C1
    3	1	0	-6	-19	-1	11	x
CCOc1cc(S(=O)(=O)N(CC)CC)ccc1Cl
    2	-3	-3	-16	7	x	-7	x
COC(CNC(=O)C(=O)NCC1CCCN1S(=O)(=O)c1cccs1)OC (stereo unspecified)
    -2	2	x	9	-6	0	0	1
C[C@@H](O)C#Cc1cnc2c(c1)C(=O)N([C@@H](C)CO)C[C@H](C)[C@H](CN(C)Cc1cncnc1)O2
    -3	-1	12	14	-4	x	-25	1
C[C@@H]1CN([C@H](C)CO)C(=O)c2ccccc2-c2ccccc2CO[C@@H]1CN(C)S(=O)(=O)c1ccc(Cl)cc1
    11	2	-14	21	8	2	-3	23
c1cncc(-c2noc(-c3cccc4ccccc34)n2)c1
    x	1	-8	-71	-81	x	2	2
CC1(C)Cc2c(cnn2-c2ccc(F)cc2)C(NC(=O)Cn2cncn2)C1 (stereo unspecified)
    19	-3	-1	-6	x	1	-4	-4
COc1ccc(C2OC(=O)C(C)(C)C(=O)C2(C)C)cc1OC (stereo unspecified)
    3	4	-1	-6	-4	8	-12	-3
O=C1NC(=O)N(c2ccccc2)C1=O
    -13	1	x	1	4	0	1	0
Cc1noc(C)c1NC(=O)Nc1ccc2c(c1)CC(=O)N([C@H](C)CO)C[C@@H](C)[C@@H](CN(C)Cc1ccc3c(c1)OCO3)O2
    11	x	0	-15	6	x	x	x
Cc1cc(C)nc(N2CCCC(C(=O)NCCc3cccc(F)c3)C2)n1 (stereo unspecified)
    x	1	4	-3	7	x	-5	x
COC(=O)C1=C(C)N(Cc2ccccc2C(F)(F)F)C(=NCc2ccccc2C(F)(F)F)NC1c1cccc(C(F)(F)F)c1 (stereo unspecified)
    -7	-3	x	-3	5	-3	1	x
Cc1cc(NC(=O)CSc2nnc(-c3ccc([N+](=O)[O-])cc3)o2)no1
    -35	-1	x	6	x	5	2	0
C/C(CCc1ccccc1)=N/NC(=O)C(=O)NC(C)c1ccccc1 (stereo unspecified)
    0	3	x	-2	3	-1	4	x
C[C@@H]1CN([C@H](C)CO)C(=O)c2cc(NC(=O)Nc3ccc(F)cc3)ccc2O[C@@H](C)CCCCO[C@@H]1CN(C)Cc1ccc2c(c1)OCO2
    92*	2	7	20	21	x	-2	-3
Nc1o[nH]c(=O)c1C1CCCCC1
    -7	0	x	-1	-3	4	-1	-2
Nc1nc2ccccc2n1C(=O)c1ccc(F)cc1
    -1	1	-3	31	31	-4	2	x
COC(=O)CCc1sc(Nc2ccc(Br)cc2)nc1-c1ccc(OC)cc1
    10	2	3	-72	14	-1	-1	-2
O=C(C1CCOCC1)N1CC[C@@H]2[C@H](CO)Nc3ccc(-c4ccc(F)cc4)cc3[C@@H]21
    -13	-3	0	-7	9	-12	-5	2
Cc1ccc(S(=O)(=O)N(C)C[C@@H]2Oc3ccc(NC(=O)Nc4ccc(C(F)(F)F)cc4)cc3CC(=O)N([C@@H](C)CO)C[C@H]2C)cc1
    49	-3	7	24	-1	-13	4	1
CCOC(=O)C1CCCN(CC(=O)c2c[nH]c3ccc(C)cc23)C1 (stereo unspecified)
    1	-3	x	x	15	5	-2	x
O=C(Nn1c(-c2ccncc2)nc2ccccc2c1=O)c1ccccc1Br
    -2	0	34	-26	-3	7	3	x
COc1cccc(-c2ccc3c(c2)[C@@H]2[C@@H](CCN2C(=O)c2ccc4c(c2)OCO4)[C@H](CO)N3C)c1
    18	-1	1	15	4	-18	5	4
CN(C)S(=O)(=O)c1cc(NC(=O)COC(=O)CC2Sc3ccccc3NC2=O)ccc1Cl (stereo unspecified)
    14	-2	-8	-31	-38	0	0	1
COCC(=O)Nc1ccc2c(c1)OC[C@@H](C)N(CCc1ccccc1)C[C@@H](C)[C@H](OC)CN(C)C2=O
    1	1	-7	8	2	2	-4	3
O=C(NCc1ccccc1)c1ccc2nc(-c3ccco3)c(-c3ccco3)nc2c1
    1	x	-7	x	x	-13	x	-7
CN(C)C(=O)c1ccc(-c2ccccc2[C@@H]2[C@H](C#N)N(C(=O)C3CC3)[C@H]2CO)cc1
    x	-5	6	-7	-5	-2	-12	x
O=C1CN(Cc2ccc(F)cc2)C[C@H]2[C@@H](c3ccc(-c4ccccc4)cc3)[C@@H](CO)N12
    -28	3	-9	-10	8	x	-5	x
CCN1CCN(C(=O)CSc2ccc(C)cc2)CC1
    -53	x	16	-19	-58	1	-2	4
O=c1oc(-c2ccccc2NS(=O)(=O)c2ccc(F)cc2)nc2ccccc12
    5	3	25	1	8	-4	1	2
CC(=O)Nc1ccc(Oc2cnccn2)cc1
    -10	x	1	14	x	4	x	-2
O=C(CCC(=O)c1ccccc1)NCc1ccccc1
    -11	-2	11	-4	13	1	5	4
CC(C)CCn1c2ccccc2c2cc(CC(N)=O)ccc21
    8	x	x	1	8	1	-24	x
Cc1ccc2oc(C(=O)N3CCC(C(N)=O)(N4CCCCC4)CC3)c(C)c2c1
    -14	-3	6	-1	-6	17	7	3
COC(=O)C(Cc1c[nH]c2ccccc12)NC(=O)C1CC1 (stereo unspecified)
    8	1	1	10	6	-2	3	-4
C[C@@H]1CN([C@@H](C)CO)C(=O)CCCn2nncc2CO[C@H]1CN(C)CC1CCCCC1
    -1&2	4	u	-3&6	-5&-4&-1	0	-2&7	-1&0
O=C(C1=C[C@H](C2CCCCC2)C[C@H](OCc2ccc(CO)cc2)O1)N1CCN(Cc2ccccc2)CC1
    -4&20	0&0	-6&-11	12	9&0	3	2&-10	0
O=[N+]([O-])c1c(NCCCO)cc(Sc2ccc(Cl)cc2)c2nonc12
    -12	-2	x	21	x	6	17	-3
COc1ccc(CCNC(=O)/C(=C/c2cccnc2)NC(=O)c2ccccc2)cc1OC
    25	9	-8	-19	7	1	-11	x

Profiles, quoted from the list. Values in the order: PAX8 inh HTS	ERAP1 HTS inh	PGC1a acetyl inh	LGR2 inh	EWS-Fli inh	FN deposit inh	S100A4 MyoIIA	PglD inh
O=[N+]([O-])c1c(NCCCO)cc(Sc2ccc(Cl)cc2)c2nonc12 is entered as -12	-2	x	21	x	6	17	-3
Cc1ccc2oc(C(=O)N3CCC(C(N)=O)(N4CCCCC4)CC3)c(C)c2c1 is entered as -14	-3	6	-1	-6	17	7	3
C[C@@H]1CN([C@@H](C)CO)C(=O)CCCn2nncc2CO[C@H]1CN(C)CC1CCCCC1 is entered as -1&2	4	u	-3&6	-5&-4&-1	0	-2&7	-1&0
COC(=O)C(Cc1c[nH]c2ccccc12)NC(=O)C1CC1 (stereo unspecified) is entered as 8	1	1	10	6	-2	3	-4
COc1ccc(CCNC(=O)/C(=C/c2cccnc2)NC(=O)c2ccccc2)cc1OC is entered as 25	9	-8	-19	7	1	-11	x

Assay outcomes (PubChem)
